SRC3 TRFRET art: flags TR-FRET format artefacts in PPARgamma SRC-3 recruitment agonist screen. actives 0.39% (n = 99,000). TR-FRET ratio at 8 µM. TR-FRET artefact counter-screen, PPARgamma/SRC-3 format; active compounds read high. AID 1048; in the data active = TR-FRET ratio above about 2000; note: inactives centre near 1600; reference of the scale not given here
SRC1 TRFRET art: counter-screen for PPARgamma SRC-1 recruitment agonists: TR-FRET artefact; TR-FRET detection artefact counter-screen, emission ratio; active compounds read high; AID 1051; TR-FRET ratio at 8 µM; actives 0.34% (n = 99,000); in the data active = TR-FRET ratio above about 2300; note: inactives centre near 1800; reference of the scale not given here
An asterisk follows results filed as active. Some of the compounds tested (hit frequency here may not be typical).

Below each compound: SRC3 TRFRET art, SRC1 TRFRET art
> Cc1ccc2nc(N(CCN(C)C)C(=O)c3cc(Cl)sc3Cl)sc2c1
    1829, 2111
> Cc1ccc(-c2c[n+](CC(=O)c3ccc(Br)cc3)c3n2CCCCC3)cc1
    1303, 1721
> CNC(=O)CN1C(=O)NC2(CCc3ccccc3C2)C1=O (centres undefined)
    1622, 1714
> COc1ccc(N(C(=O)C2COc3ccccc3O2)C(C(=O)NC2CCCCC2)c2ccccc2)cc1OC (centres undefined)
    1590, 1863
> CCn1c(SCC(=O)NC(C)(C)C)nnc1-c1ccncc1
    1594, 1652
> O=C(COc1ccc(F)cc1)N1CCc2ccccc2C1
    1682, 1903
> COc1ccc(NC(=O)C(c2ccc(OC)cc2)N(C)C(=O)Cc2cccs2)cc1 (centres undefined)
    1390, 1548
> O=C(NCc1ccc2c(c1)OCO2)C1CCC(=O)N1C1CCCC1 (centres undefined)
    1587, 1962
> Cc1cc(C)c(NC(=O)CSc2nncn2-c2cccnc2)c(C)c1
    1536, 1780
> COc1ccc(NC(=O)c2cc(Br)c(Br)s2)cn1
    1637, 1837
> COc1ccc(S(=O)(=O)N2CCc3ccccc3C2)cc1
    1513, 1452
> O=C1NC(c2ccccc2)(C(F)(F)F)SC2=CCCCCN12 (centres undefined)
    1639, 1906
> CC(=O)NC1C(OCc2ccccc2)OC2COC(C)(C)OC2C1O (centres undefined)
    1344, 1561
> CCOc1ccc(Br)cc1S(=O)(=O)Nc1ccc(Cl)c(S(=O)(=O)N(C)C)c1
    1663, 1940
> Cc1ccc(OCc2n[nH]c(=S)n2Cc2ccccc2)cc1
    1365, 1538
> O=C(NN=C1CCCCCCCCCCC1)c1cccc(S(=O)(=O)N2CCOCC2)c1
    1399, 1487
> CCCCNC(=S)N1CCN(Cc2ccc3c(c2)OCO3)CC1
    1374, 1714
> Cc1nn(Cc2ccccc2)c(C)c1/C=N/NC(=O)c1cccnc1
    1382, 1691
> COc1cc(COCC(O)CN2CCc3ccccc3C2)cc(OC)c1OC (centres undefined)
    1626, 1970
> Nc1nn(-c2ccccc2)c(N)c1N=Nc1ccccc1
    1423, 1764
> Cc1noc2ncnc(N3CCN(c4cccc(Cl)c4)CC3)c12
    1280, 1955
> COc1cc(/C=C/C(=O)c2ccc(F)cc2)cc(OC)c1OC
    1290, 1889
> O=C(O)Cc1ccc(NS(=O)(=O)c2c(Cl)cccc2Cl)cc1
    1515, 1746
> C#CCn1c(=NC(=O)c2sc3ccccc3c2Cl)sc2cc(S(N)(=O)=O)ccc21
    2062*, 2366*
> Cc1ccc2cc(CCNC(=O)c3cccs3)c(=O)[nH]c2c1
    1382, 1845
> COc1ccc(/C=N/NC(=O)COc2ccc(Cl)cc2Cl)cc1Cn1nc(C)cc1C
    1582, 1907
> Cc1cccc(N(C(=O)CNC(=O)c2ccco2)C(C(=O)NCC2CCCO2)c2ccccc2)c1 (centres undefined)
    1728, 1938
> Cc1cc(C)n(-c2cc(Cl)ccc2[N+](=O)[O-])n1
    1711, 1792
> CNC(=S)N/N=C(\C)c1ccc2c(c1)OCCO2
    1401, 1702
> O=C(O)COc1cnc2ccccc2n1
    1727, 1866
> CC(C)(C)NC(=O)/C=C/c1ccc(C(F)(F)F)cc1
    1524, 1722
> O=C(NCCc1c[nH]c2ccccc12)/C(=C\c1cccnc1)NC(=O)c1cccs1
    1732, 1680
> O=C(NC(=S)Nc1nc(-c2cccc3ccccc23)cs1)c1cc2ccccc2o1
    1587, 2118
> C=CC[C@@H]1C=C[C@H](O/N=C/c2ccc(C(=O)N3[C@H](c4ccc(C)cc4)[C@@H](C)CC[C@H]3C(=O)OC)cc2)[C@@H](CO)O1
    1443, 1730
> O=C(COC(=O)c1cccnc1Cl)c1ccc2c(c1)OCCO2
    1359, 1566
> O=C(COC(=O)c1cccc(F)c1)Nc1cccnc1Cl
    1463, 1730
> CCOC(=O)C1(CC2CC2)CCN(Cc2cn[nH]c2-c2cccc(F)c2)CC1
    1486, 1860
> COc1ccc(CSCC(=O)N/N=C/c2ccccc2O)cc1
    1725, 2007
> CN1CCN(C(=S)NC(=O)c2ccc(C(C)(C)C)cc2)CC1
    1501, 1798
> C#CCOCCOCCOCCNc1nc(N2CCOCC2)nc(N2CCN(C(=O)[C@H]([C@@H](C)O)n3cc(CCCCN)nn3)CC2)n1
    1740, 1821
> OC1CCCN(Cc2cccc3ccccc23)C1 (centres undefined)
    1418, 1918
> COC(=O)c1c(NC(=O)/C=C/C(=O)O)sc(C)c1-c1ccc(C)cc1
    1901, 2046
> CCCc1ccc(Oc2cc(Cl)nc(N)n2)cc1
    1507, 1599
> CCOC(=O)C1(C)/C(=N/Nc2ccccc2OC)C(=O)C(=O)N1c1ccccc1 (centres undefined)
    1622, 1642
> Cc1ccc(CN2CCN(Cc3ccc(OC(C)C)cc3)CC2CCO)o1 (centres undefined)
    1418, 1584
> CCOC(=O)CC1=NC(=O)CS1
    1354, 1850
> Cc1cc(=O)n2nc(N3CCCC(C(=O)N4CCOCC4)C3)sc2n1 (centres undefined)
    1422, 1615
> CC(C)N1CCC(N2CCN(Cc3cc(F)ccc3-n3cccn3)CC2CCO)CC1 (centres undefined)
    1404, 1688
> CC(=O)c1cc(CN2CCN(C3CCN(C(C)C)CC3)C(CCO)C2)cs1 (centres undefined)
    1598, 1766
> C/C(=N\NC(=O)c1cc(-c2ccccn2)nc2ccccc12)c1cccc([N+](=O)[O-])c1
    1556, 1787
> COc1ccc(CNC(=O)c2ccc(NC(=O)C3CCCO3)cc2)cc1 (centres undefined)
    1599, 1768
> CN(Cc1cccs1)C(=O)Cc1csc(-c2ccccc2)n1
    1665, 2010
> C=CCN(c1ccc(C(=O)Nc2cccc([N+](=O)[O-])c2)cc1)S(C)(=O)=O
    1545, 1471
> COc1ccc(-c2[nH]ncc2CN(C)CCN2CCOCC2)cc1F
    1489, 1599
> Cc1cccc(NC(=O)Cc2nnc(NC(=O)Nc3ccccc3F)s2)c1
    1358, 1910
> COc1cccc(CSc2nnnn2-c2ccc(O)cc2)c1
    1634, 1863
> CCOc1ccc(/C=N/NC(=O)c2cc(-c3ccco3)nc3ccccc23)cc1
    1489, 1889
> O=C(COc1ccccc1[N+](=O)[O-])Nc1ccccc1N1CCCC1
    1663, 1825
> CCn1ccnc1[C@@H]1C[C@H]2CN(Cc3ccccc3OC)C(=O)[C@]23CCCN13
    1541, 1561
> CC(CCc1ccccc1)NC(=O)CN1C(=O)NC2(CCCCC2)C1=O (centres undefined)
    1761, 1788

Single records, from the list above.
Entry for O=C(COC(=O)c1cccnc1Cl)c1ccc2c(c1)OCCO2 → SRC3 TRFRET art: 1359; SRC1 TRFRET art: 1566
Entry for CC(C)(C)NC(=O)/C=C/c1ccc(C(F)(F)F)cc1 → SRC3 TRFRET art: 1524; SRC1 TRFRET art: 1722
Entry for CCn1ccnc1[C@@H]1C[C@H]2CN(Cc3ccccc3OC)C(=O)[C@]23CCCN13 → SRC3 TRFRET art: 1541; SRC1 TRFRET art: 1561

Molecules listed so far that have a tert-butyl group (3):
Below each compound: SRC3 TRFRET art, SRC1 TRFRET art
> CCn1c(SCC(=O)NC(C)(C)C)nnc1-c1ccncc1
    1594, 1652
> CC(C)(C)NC(=O)/C=C/c1ccc(C(F)(F)F)cc1
    1524, 1722
> CN1CCN(C(=S)NC(=O)c2ccc(C(C)(C)C)cc2)CC1
    1501, 1798

Following part:
Below each compound: SRC3 TRFRET art, SRC1 TRFRET art
> CC(N=Cc1cccc(O)c1O)c1ccccc1 (centres undefined)
    1653, 2129
> COCCn1c(=O)[nH]c(=O)c2c1nc(-c1ccc(-c3ccc(Cl)cc3[N+](=O)[O-])o1)n2Cc1ccccc1
    1552, 1943
> O=c1cc(O)nc(-c2ccccc2)s1
    1442, 1739
> FC(F)(F)c1ccccc1NC(=S)N/N=C1\CC2CC=CC12 (centres undefined)
    1582, 1767
> COc1ccc(Cn2nnnc2C(c2ccccc2)N2CCN(C3CCCC3)CC2)cc1 (centres undefined)
    1585, 1768
> C/C(=N/N1CCN(c2ccccn2)CC1)c1cccc([N+](=O)[O-])c1
    1665, 1887
> O=[N+]([O-])c1cccc2ccc(/C=C/c3cccc(Br)c3)nc12
    1498, 1715
> Fc1ccccc1NC(=S)Nc1cccc2cnccc12
    1462, 1543
> COc1ccccc1N1C(=O)C2C3CC(c4ccccc4)C(C3)C2C1=O (centres undefined)
    1659, 1896
> COCCN(Cc1cc2cc(C)c(C)cc2nc1Cl)C(=O)N1CCOCC1
    1602, 2003
> CCN1C(=O)N/C(=C/c2ccc(C)o2)C1=O
    1357, 1698
> CC(=O)NS(=O)(=O)c1ccc(NC(=O)CN2C(=O)C3C4C=CC(C4)C3C2=O)cc1 (centres undefined)
    1727, 1938
> O=[N+]([O-])c1ccc(N2CCN(CCO)CC2)c2ncccc12
    1775, 1768
> Cc1c(C(=O)NCCN2C(=O)S/C(=C\c3cccs3)C2=O)cccc1[N+](=O)[O-]
    1325, 1726
> CCN1C(=O)CC2(C[N+]3(C)CCC2CC3)C1=O (centres undefined)
    1418, 1747
> Cc1ccc2c(c1)C=CC(C)(C)S2=O (centres undefined)
    1566, 1976
> COc1ccccc1NC(=O)CN1CCN(CC(=O)Nc2ccc3c(c2)OCO3)CC1
    1784, 2018
> CCO[C@H]1OC(C(=O)NC2CC2)=C[C@@H](c2csc3ccccc23)[C@@H]1CCCO
    1639, 1821
> c1ccc(CSc2nnc3ccc(-c4ccncc4)nn23)nc1
    1269, 1589
> Cc1cc(NC(=O)CCCn2ccc([N+](=O)[O-])n2)n(Cc2ccc(F)cc2)n1
    1445, 1599
> CCc1ccc(N2NC(=O)/C(=C/C=C/c3ccco3)C2=O)cc1
    1643, 1970
> C/C(=N\N(Cc1ccccc1)c1ccccc1)c1cccnc1
    1531, 1745
> CCOC(=O)C1(Cc2ccccc2C)CCCN(C(=O)c2ccnn2C)C1 (centres undefined)
    1626, 1468
> O=C(CSc1ncn[nH]1)Nc1cc(S(=O)(=O)N2CCCC2)ccc1Cl
    1529, 1700
> O=C(/C=C/c1ccc(-c2ccc(F)cc2)o1)N1CCCC1
    1548, 1634
> COc1ccc(Cl)cc1NC(=S)Nc1cccc(C)c1
    1655, 1689
> Cc1noc(/C=C/Nc2ccc(F)cc2F)c1[N+](=O)[O-]
    1864, 1816
> COc1cccc(/C=N/NC(=O)c2ccc(N(C)S(=O)(=O)c3ccccc3)cc2)c1OC
    1544, 1677
> Cc1cc([N+](=O)[O-])ccc1NC(=O)C(C)[n+]1ccccc1 (centres undefined)
    1602, 1635
> CC(C)N1CCC(NC(=O)NC2CCCCC2)CC1
    1669, 1701
> CC(Oc1ccccc1)C(=O)N=Nc1c(O)[nH]c2ccc(Br)cc12 (centres undefined)
    1453, 1655
> COc1cc2c(cc1OC)CN(c1nc(CN3CCOCC3)nc3sc4c(c13)CCCC4)CC2
    1357, 1713
> COC(=O)C1(CCSC)NC(c2ccc(O)c(OC)c2)C2C(=O)N(c3ccc(C)cc3)C(=O)C21 (centres undefined)
    1506, 1708
> CC(=O)CNc1ccc(S(=O)(=O)N/N=C/c2ccccc2)cc1
    1462, 1779
> O=C(O)c1cnn(-c2nc(-c3cccc(F)c3)cs2)c1C(F)(F)F
    1813, 1874
> O=C(O)c1ccc(Nc2nc3c(s2)CCCC3)cc1
    1494, 1712
> CC1=NN(C(=O)CCc2ccccc2)C(O)(c2ccncc2)C1 (centres undefined)
    1482, 1808
> CC(C)(C)NC(=O)C(c1cccs1)N(CC1CCCO1)C(=O)c1ccc(-c2ccccc2)[nH]1 (centres undefined)
    1787, 1528
> COc1ccc(S(=O)(=O)NCCCCC(=O)O)cc1C(=O)O
    1428, 1724
> CCC(=O)Nc1cccc(C(=O)c2ccc(C)c(C)c2)c1
    1683, 1883
> CCN(N=O)[C@@H](Cc1ccccc1)CN(N=O)[C@@H](Cc1ccccc1)CN(C)N=O
    1596, 1892
> S=C(NCc1ccc2[nH]c3c(c2c1)CCCC3)Nc1ccccc1Cl
    1337, 1688
> COc1ccc(C)cc1NC(=O)CN(C)S(=O)(=O)c1cc(C)ccc1OC
    1556, 2003
> CC[n+]1c(-c2ccccc2)csc1Nc1c(C)n(C)n(-c2ccccc2)c1=O
    1363, 1756
> CC(=O)c1cc2c(cc1N/C(=N/S(=O)(=O)c1ccc(C)cc1)c1ccccc1)OCO2
    1535, 1934
> CC(=O)c1ccc(NC(=O)C(C)OC(=O)C(C)Oc2cccc(C)c2)cc1 (centres undefined)
    1632, 1903
> COc1ccc(Cl)cc1C(=O)NNC(=O)c1cccc([N+](=O)[O-])c1
    1605, 2034
> CC(=O)N/N=C/C1=CCC2CC1C2(C)C (centres undefined)
    1638, 2053
> COc1ccc(-c2cc(C(=O)OCC(=O)N(C)C3CCS(=O)(=O)C3)c3ccccc3n2)cc1OC (centres undefined)
    1437, 1871
> CCc1nnc(NC(=O)Cc2ccc(OC)c(OC)c2)s1
    1447, 1694
> O=C(Nc1cccnc1)/C(N=Nc1c(Cl)cccc1Cl)=C(\O)c1ccccc1
    1586, 2073
> CC(C)NC(=O)C(=O)NCCCOC(C)C
    1676, 1766
> CCn1nc(C)c(/C=N/NC(=O)c2c[nH]c3ccccc23)c1C
    1661, 1956
> CCOc1ccc(-n2ccnc2SCC(=O)N2CCCc3ccccc32)cc1
    1469, 1444
> N#C/C(=C/c1ccc(F)cc1)C(N)=S
    1481, 1850
> COc1ccc(S(=O)(=O)NCc2cc(-c3ccccc3Cl)no2)cc1
    1475, 1796
> COC(=O)c1ccccc1NC(=O)COc1ccccc1[N+](=O)[O-]
    1792, 1854
> Cc1cc(C(=O)NC(=S)Nc2ccccc2N2CCCC2)ccc1[N+](=O)[O-]
    1560, 1591
> CN(Cc1cccs1)C(=O)CCCc1c[nH]c2ccccc12
    1589, 2061
